MEP2-GFP yeast: modulators of TOR pathway MEP2-GFP in S. cerevisiae. hit rate 0.51% among 330,000. AID 2016. GFP response vs DMSO, % at 10 µM. S. cerevisiae MEP2-GFP strain, flow cytometry GFP, 3 h; 100% = DMSO control level;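 active means GFP response versus DMSO above a set limit, roughly screen mean plus 3 SD, cut at about 180% in these data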;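 further: median GFP fluorescence of the barcode-gated MEP2-GFP cells per well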
ZTA counter: blocks Epstein-Barr virus ZTA, an EBNA-1 counter-screen; ZTA-DNA binding, fluorescence polarization; inhibition, % at 11 µM; hit rate 0.15% among 320,000; in the data active means inhibition above about 33%
proCasp3 act: procaspase-3 (human) activation | P42574 | recombinant procaspase-3 D3A, Ac-DEVD-pNA absorbance 405 nm | activation, % at 8.5 µM | hit rate 0.11% among 330,000 | AID 463141;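 active means activation above the mean of all tested compounds plus 3 SD, cut at about 21% in these data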;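 further: 0% = DMSO alone and 100% = DMSO wells spiked with extra 5 µM PC-3 D3A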
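Evaluation: percent activation relative to control range; Material: Procaspase-3 D3A mutant, all three cleavage aspartates alanine; Compound: single dose, 8.5 µM nominal compound, 0.8% DMSO; Replication: one well per compound; Signal: absorbance at 405 nm, 0 and 120 min; Schedule: 1 h preincubation plus 2 h reaction at 25 °C.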
procasp7 counter: counter-screen: procaspase-7 (human) activation | recombinant procaspase-7, Ac-DEVD-pNA absorbance 405 nm; D23A/D198A/D206A triple mutant, cannot self-cleave; scale: DMSO 0, 5 µM enzyme 100 | activation, % at 8.5 µM | hit rate 0.093% among 330,000 | AID 463210;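 active means percent activation above the screen-wide mean plus 3 SD, cut at about 25% in these data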
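System: Procaspase-7 triple mutant (PC-7 D3A); measure: % activation from two-timepoint absorbance difference, scaled to controls; times: 1 h compound preincubation, 2 h substrate cleavage, 25 °C; also added: Ac-DEVD-pNA substrate, 400 µM as added; measured by: Epi-absorbance of released pNA at 405 nm, two timepoints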
RPL19A-GFP yeast: yeast TOR pathway RPL19A-GFP modulation; AID 2025; hit rate 0.3% among 330,000; S. cerevisiae RPL19A-GFP strain, flow cytometry, 3 h; hits give low values; percent response vs DMSO, % at 10 µM;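 active means percent response vs DMSO below 50%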;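 further: median channel GFP fluorescence of the barcoded RPL19A-GFP strain; ratio of sample median GFP to plate DMSO average so 100% = DMSO; lower means less RPL19A-GFP as with rapamycin TOR inhibition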
LAP4 TOR yeast: alters LAP4-GFP fluorescence in TOR pathway yeast screen; S. cerevisiae LAP4-GFP multiplex, flow cytometry GFP, 3 h; median GFP as percent of DMSO wells; GFP response vs DMSO, % at 10 µM; hit rate 0.34% among 320,000;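 active means GFP response vs DMSO above a set limit, about the screen mean plus 3 SD, cut at about 150% in these data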
AHR act: human AHR activation; AHR-responsive luciferase reporter cells, luminescence; activation, % at 5 µM; hit rate 2.5% among 320,000; in the data active means activation above about 47%;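 further: 0% = vehicle wells and 100% = reference agonist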
Target sequence (P35869 whole entry, looked up): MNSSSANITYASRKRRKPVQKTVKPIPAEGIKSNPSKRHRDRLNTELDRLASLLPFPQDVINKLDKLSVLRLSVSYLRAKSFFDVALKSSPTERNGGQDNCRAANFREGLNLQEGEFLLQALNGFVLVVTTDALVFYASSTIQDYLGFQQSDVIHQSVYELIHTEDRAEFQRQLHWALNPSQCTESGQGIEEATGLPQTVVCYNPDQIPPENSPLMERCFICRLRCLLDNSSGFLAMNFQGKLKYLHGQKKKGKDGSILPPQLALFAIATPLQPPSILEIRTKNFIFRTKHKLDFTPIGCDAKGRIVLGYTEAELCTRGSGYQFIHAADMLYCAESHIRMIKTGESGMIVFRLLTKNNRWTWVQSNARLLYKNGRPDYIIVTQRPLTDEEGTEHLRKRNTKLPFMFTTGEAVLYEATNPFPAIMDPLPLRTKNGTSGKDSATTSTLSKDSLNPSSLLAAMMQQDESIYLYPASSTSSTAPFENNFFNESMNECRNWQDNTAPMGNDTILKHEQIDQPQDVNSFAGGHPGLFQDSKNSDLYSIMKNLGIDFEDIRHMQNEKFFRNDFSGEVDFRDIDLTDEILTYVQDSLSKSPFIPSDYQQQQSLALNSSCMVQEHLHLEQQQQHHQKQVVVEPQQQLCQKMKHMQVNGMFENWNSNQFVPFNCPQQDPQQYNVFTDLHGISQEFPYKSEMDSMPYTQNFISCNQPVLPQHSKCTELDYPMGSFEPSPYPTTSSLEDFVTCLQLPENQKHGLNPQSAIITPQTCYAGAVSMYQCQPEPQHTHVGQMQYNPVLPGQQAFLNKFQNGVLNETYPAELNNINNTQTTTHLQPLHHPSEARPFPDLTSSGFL
EBNA-1 inh: blocks EBNA-1 binding to DNA | EBNA-1 DNA binding, fluorescence polarization | inhibition, % at 14.8 µM | hit rate 0.34% among 300,000; in the data active means inhibition above about 28%
Starred values were filed as active, the others as inactive; · = no result given.

SMILES	MEP2-GFP yeast	ZTA counter	proCasp3 act	procasp7 counter	RPL19A-GFP yeast	LAP4 TOR yeast	AHR act	EBNA-1 inh
COc1ccc(OC)c(/C=N/N2CCN(c3ccc(Cl)cc3)CC2)c1	108.0	-9.0	0.7	4.6	106.5	93.1	-2.7	-1.7
Cc1nn(C)cc1C(C(=O)NC1CCCCC1)N(C(=O)Cc1cccs1)c1ccc(Cl)cc1 (stereo unspecified)	99.6	16.1	-3.5	2.6	99.4	95.3	2.4	13.0
COCCCn1c(C(=O)NCCC2=CCCCC2)cc2c(=O)n3cccc(C)c3nc21	93.2	7.5	7.6	13.2	97.2	90.8	3.0	2.7
O=C(c1cccc(F)c1)N1CCCC(C(=O)N2CCCCCC2)C1 (stereo unspecified)	104.9	-5.4	3.1	0.0	107.5	104.9	0.0	-1.5
COc1cc(NC(=O)CCCN2C(=O)NC(C)(C)C2=O)cc(OC)c1	102.3	0.7	-1.3	9.4	103.9	98.8	2.8	·
CC(C)NC(=O)NC(=O)CSc1nnc(COc2ccccc2F)n1C(C)C1CC2CCC1C2 (stereo unspecified)	99.5	-16.5	0.5	0.3	100.0	99.4	-0.8	-2.0
Cc1ccc2c(c1)oc(=O)n2CC(=O)c1ccccc1	99.1	8.7	-0.7	7.4	95.9	100.9	8.4	1.1
Cc1nc(CCNC(=O)CC2C(=O)NCCN2CC(C)(C)C)nc2c1CCC2 (stereo unspecified)	102.5	-9.1	1.5	-5.2	106.5	94.8	-2.4	-6.0
COc1ccc(N2CCN(C(=O)C3COc4ccccc4O3)CC2)cc1 (stereo unspecified)	103.1	-5.0	-2.6	-1.6	103.1	105.3	0.8	-1.9
COc1ccc(OC)c(S(=O)(=O)n2nc(-c3ccccc3)cc2N)c1	93.0	4.1	7.3	6.6	100.5	91.6	16.5	-0.7
CN1CCC(OC(=O)c2ccc(Br)cc2)CC1	107.9	3.9	0.1	-0.2	101.4	104.2	0.6	14.8
CC(=O)c1cc(F)c(N2CCN(C(=O)COc3ccccc3F)CC2)cc1C	89.9	10.1	2.8	6.9	93.0	94.6	1.4	8.7
O=C1/C(=C/c2ccccc2Cl)SC(=S)N1CCCC(=O)N(CCO)c1ccccc1	99.6	3.0	-14.2	-14.0	98.9	96.1	-5.9	7.5
CCc1cc(C(=O)N2CCOCC2)c(NC2=NS(=O)(=O)c3ccccc32)s1	102.1	1.6	-3.0	0.3	90.5	96.5	0.0	5.9
COc1cc(/C=N/NC(=O)CNC(=O)c2ccc3c(c2)OCCO3)ccc1O	99.9	-6.3	2.0	2.6	98.2	82.4	-2.9	-0.6
CC(C)(C)c1sc(N)nc1-c1ccccc1	102.5	-9.3	-1.2	0.6	99.0	103.1	1.4	-0.5
Cc1ccc(-n2c(CSc3nc(C)cc(C)n3)nnc2SCC(=O)N2CCCC2)cc1	109.4	-23.8	1.1	-1.3	95.8	103.0	0.7	-7.0
Cc1ccccc1NS(=O)(=O)c1ccc(OCC(=O)N2CCCC2)cc1	107.4	14.0	5.9	1.8	105.8	103.0	0.3	-0.3
COC(=O)c1cc(NS(=O)(=O)c2ccc(N3CCOCC3)c(NC(C)=O)c2)cc(C(=O)OC)c1	105.2	-9.5	4.8	-4.6	105.1	98.3	0.5	4.0
O=C(Nc1ccncc1)c1ccc(Cl)c(S(=O)(=O)N2CCCC2)c1	99.3	-9.1	10.2	1.2	93.6	94.2	7.7	-14.7
CC(C)(C)C(=O)Nc1nc(=S)ss1	104.3	0.4	-16.2	-13.3	97.2	105.2	5.5	-2.7
Nc1c(C(=O)NC23CC4CC(CC(C4)C2)C3)sc2nc3c(c(C(F)(F)F)c12)CCC3	113.5	2.1	-0.7	-0.6	117.3	121.9	0.8	3.7
O=C(NCCN1CCOCC1)c1cc(Sc2cccc(Cl)c2)nc2ccccc12	95.7	-5.4	13.0	5.8	102.0	88.3	2.1	3.6
O=C(NCC1CCCCC1)c1cc([N+](=O)[O-])ccc1Cl	104.7	-4.4	0.7	-9.8	96.9	104.2	2.7	-4.7
CCOC(=O)C1=C(C)NC2(O)c3ccccc3C(=O)C12O (stereo unspecified)	95.9	1.0	-4.8	-8.3	96.2	85.9	13.0	-1.6
CC(C)OC(=O)CC(=O)c1sc2nc3c(cc2c1N)CN(C)CC3	108.9	15.0	-5.9	-18.4	106.8	99.9	8.7	1.4
O=C(N/N=C/c1ccccn1)c1cccc(NC(=O)c2ccccc2Cl)c1	95.0	1.2	-10.7	13.7	95.8	94.9	11.6	2.5
N#C/C(C(=O)N1CCCCC1)=C1\Nc2ccccc2S1	101.0	9.6	-7.9	0.7	99.3	106.4	-4.9	-7.5

Source: PubChem (several laboratories)
